Screening data (PubChem BioAssay)
Bcl-B displacement: displacers of TR3 peptide from Bcl-B, primary screen, selectivity assay for Bfl-1 inhibitor project, biochemical, fluorescence polarization | FP displacement of FITC-TR3 peptide from Bcl-B; higher % means a stronger effect | displacement, % at 20 µM; hits with a dose series show IC50 in µM | 96,000 tested, 0.11% active;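 active means displacement above 50% at 20 µM plus a fluorescence interference ratio under 1.5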;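 further: plate controls were wells without compound for no effect and wells lacking Bcl-B protein for full effect; a part of the inactive calls stands beside numbers as strong as those of hits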
MRP reversal: MRP-mediated drug resistance reversal | H69AR cells + 2 uM doxorubicin, CellTiter-Glo, 72 h | differential viability (reversal), % at 10 µM | 85,000 tested, 0.04% active;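 active means viability drop by adding the cancer drug above about 55%, with treated viability meeting a 40% cutoff, limit read from the data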;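 further: viability without doxorubicin minus viability with 2 µM doxorubicin for each compound; larger differential means the compound sensitizes cells more to doxorubicin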
IL1B NFkB pot: enhances IL-1B driven NFkB nuclear translocation; activation, % at 2 µM; 94,000 tested, 0.3% active; HUVEC IL-1B NFkB p65 nuclear translocation imaging;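 active means activation above 40%, about the mean plus 3 SD, also judged a hit on visual image review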;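 further: percent activation is computed from the nuclear over cytoplasmic p65 intensity ratio; values of inactives mirror those of a sister screen read the other way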
IL1B NFkB inh: blocks IL-1B driven NFkB nuclear translocation in HUVEC cells; 94,000 tested, 0.43% active; AID 796; HUVEC IL-1B NFkB p65 nuclear translocation imaging; inhibition, % at 2 µM;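 active means inhibition above about 30% together with a positive call from visual inspection of the well image, limit read from the data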;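 further: nuclear over cytoplasmic p65 intensity ratio measured by imaging; 0% = IL-1B stimulated DMSO wells and 100% = unstimulated DMSO wells; values of inactives mirror those of a sister screen read the other way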
PLAP inhibition: inhibition of human placental alkaline phosphatase – biochemical, luminescence, HTS (AID 690); 96,000 tested, 0.08% active; purified PLAP, luminescent substrate; higher % means a stronger effect; inhibition, % at 20 µM, or IC50 in µM where a hit was titrated; in the data active means a potency from the dose series; inactive means the rest, 99 in 100 with inhibition below about 30%; further: strong numbers were not always called active
MRP reversal cytotoxicity: second read-out of MRP reversal, no call of its own (marks repeat the call); viability, %; H69AR cells, CellTiter-Glo, 72 h; measured here: cytotoxicity without doxorubicin
MRP reversal with doxorubicin: second read-out of MRP reversal, no call of its own (marks repeat the call); viability, %; measured here: viability with 2 uM doxorubicin; hits give low values
IL1B NFkB inh cell count 2 µM: also measured in IL1B NFkB inh; calls as there; cell count; measured here: cells passing quality filter;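 raw number of nuclei counted in each imaged well without normalization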
IL1B NFkB pot cell count 2 µM: also measured in IL1B NFkB pot; calls as there; cell count; measured here: cells passing quality filter
An asterisk follows results filed as active; / = not tested or not shown.

Sample of the layout (2 entries):
No.	SMILES	Bcl-B displacement	MRP reversal	MRP reversal cytotoxicity	MRP reversal with doxorubicin	IL1B NFkB pot	IL1B NFkB pot cell count 2 µM	IL1B NFkB inh	IL1B NFkB inh cell count 2 µM	PLAP inhibition
1	O=c1cc(N2CCCCC2)c(-c2ccccc2)nn1Cc1c(Cl)cccc1Cl	-5%	/	/	/	-10	151	10	151	-31%
2	N=C1C(c2nc3ccccc3s2)=C(O)CN1Cc1ccccc1	/	-21	17	38	5	159	-5	159	/

The listing, from the first entry:
No.	SMILES	Bcl-B displacement	MRP reversal	MRP reversal cytotoxicity	MRP reversal with doxorubicin	IL1B NFkB pot	IL1B NFkB pot cell count 2 µM	IL1B NFkB inh	IL1B NFkB inh cell count 2 µM	PLAP inhibition
1	O=c1cc(N2CCCCC2)c(-c2ccccc2)nn1Cc1c(Cl)cccc1Cl	-5%	/	/	/	-10	151	10	151	-31%
2	N=C1C(c2nc3ccccc3s2)=C(O)CN1Cc1ccccc1	/	-21	17	38	5	159	-5	159	/
3	COc1ccc(CN2CCCCC2C(=O)Nc2ccc(OC)c(OC)c2)cc1OC (configuration not stated)	-3%	-5	88	93	3	125	-4	125	-82%
4	COc1ccc(-c2noc(C3CCCN(C(=O)c4cccs4)C3)n2)cc1 (configuration not stated)	7%	-8	85	92	-9	183	9	183	-74%
5	COc1ccc(C(=O)NCCC2=CCCCC2)cc1OC	8%	10	100	90	-8	151	8	151	-50%
6	C=CCn1c2ccccc2c2nnc(SCC(=O)Nc3cc(C)on3)nc21	-10%	10	93	83	-10	162	10	162	13%
7	N#Cc1ccc(Oc2nc(Nc3ccc(F)cc3)nc(N3CCCC3)n2)cc1	-3%	10	89	79	0	91	0	91	-21%
8	CCC(C(=O)NC(C)CCc1ccccc1)n1nc(C)n2c(cc3occc32)c1=O (configuration not stated)	-8%	/	/	/	/	/	/	/	-55%
9	CCC(=O)N1Cc2ccccc2-c2ccccc2C1=O	-9%	7	100	93	-3	145	3	145	26%
10	Cc1c(O)c(CN2CCCC2)cc2c3c(c(=O)oc12)CCC3	14%	15	68	54	14	113	-14	113	-77%
11	COC(=O)[C@H](CCSC)NC(=O)Nc1ccc(OC)c(Cl)c1	11%	14	114	99	6	120	-6	120	17%
12	Cc1cc(C)n(-c2nnc(C)n2/N=C/c2ccccc2OCc2ccccc2Cl)n1	15%	-57	16	74	-6	149	6	149	-30%
13	C=CCSc1nc2c(c(=N)n1CC=C)C1CCCC1S2 (configuration not stated)	-1%	-13	63	77	20	187	-20	187	-21%
14	O=C1CC(C2CCCO2)C(=O)N1Cc1ccccc1 (configuration not stated)	-6%	-8	84	92	-19	75	19	75	-8%
15	NC(=O)[C@H](Cc1cc2ccccc2s1)NC(=O)[C@@H]1CC2(CC(c3cccc(NC(=O)[C@@H]4CCC(=O)N4)c3)=NO2)CN1C(=O)c1ccccc1 (some centres not stated)	14%	/	/	/	0	119	0	119	-60%
16	COc1cc2nc(CC(C)C)n(NC(=O)c3ccccc3)c(=O)c2cc1OC	-7%	-7	93	100	/	/	/	/	-34%
17	CCOCCCn1c(=N)c(C(=O)Nc2cc(C)on2)cc2c(=O)n3ccccc3nc21	/	7	81	74	-10	101	10	101	/
18	Cn1c(=O)c2c(nc(NC3CCCCC3)n2Cc2ccccc2)n(C)c1=O	/	12	91	79	1	178	0	178	/
19	O=S(=O)(O)c1nc2ccccc2n1CCOc1ccccc1	6%	12	108	96	7	114	-7	114	-1%
20	CCCn1c(=N)n(CCOc2ccc(OC)cc2)c2ccccc21	-11%	-17	51	68	11	162	-11	162	33%
21	O=C(CSc1nnc(-c2ccco2)n1-c1ccccc1)NCCc1ccccc1	-4%	-7	82	89	3	134	-3	134	21%
22	CCN(CC)S(=O)(=O)c1ccc(OC)c(NC(=O)c2ccc(OC)c([N+](=O)[O-])c2)c1	/	/	/	/	10	158	-10	158	/
23	CN(c1ccc(C(=O)NCc2ccccn2)cc1)S(C)(=O)=O	-11%	13	108	95	20	68	-20	68	-4%
24	Cc1ccc(S(=O)(=O)c2nc(S(=O)(=O)c3ccc(C)cc3)c(NCc3ccco3)s2)cc1	2%	/	/	/	5	178	-5	178	-8%
25	CCc1nnc(NC(=O)Cc2ccc(OC)cc2)s1	6%	-6	80	86	1	170	-1	170	0%
26	CO/N=C/CC(=O)Nc1ccc(F)cc1F	16%	/	/	/	0	213	0	213	6%
27	CC(=O)Cc1nsc(NC(=O)c2csc3c2CCCC3)n1	-10%	6	86	80	25	136	-25	136	0%
28	Cc1ccc2nc(-c3cccc(N)c3)[nH]c2c1	/	-10	49	58	-2	154	2	154	/
29	c1ccc(-c2cnc(SCCN3CCOCC3)n2CC2CCCO2)cc1 (configuration not stated)	/	-7	90	97	1	130	-1	130	/
30	O=C(c1ccco1)N1CCn2c1nc1ccccc12	/	8	79	71	6	125	-6	125	/
31	COc1ccc(C(=O)/C=C/Nc2c(C)n(C)n(-c3ccccc3)c2=O)cc1OC	-6%	/	/	/	-5	100	5	100	-28%
32	O=C(O)COc1ccccc1O	-7%	3	101	98	7	94	-8	94	-5%
33	CCCOc1cc(CC(=O)NCc2ccco2)ccc1OC	-9%	16	102	86	-2	144	2	144	-16%
34	CCOC(=O)c1c(NC(=O)c2c(Br)cnn2C)c(C#N)nn1-c1ccccc1	7%	-4	64	67	21	50	-21	50	1%
35	COc1ccc(Br)cc1CNC(=O)C1CCCN(c2nc3ccccc3o2)C1 (configuration not stated)	-4%	-19	81	100	-5	143	5	143	-3%
36	CCCCC(C(=O)NC(C)(C)C)N(Cc1ccco1)C(=O)c1snc(C(N)=O)c1N (configuration not stated)	-4%	/	/	/	-2	176	2	176	-51%
37	CCOC(=O)c1cnc(Nc2nc3ccccc3o2)nc1C	2%	3	43	40	-1	198	1	198	-175%
38	c1ccc(-c2nnc(-c3cccc(-c4nnc(-c5ccccc5)o4)c3)o2)cc1	/	15	103	88	-9	99	9	99	/
39	O=C(Nc1cccc(F)c1)c1cc(S(=O)(=O)N2CCC(C(=O)O)CC2)ccc1F	-2%	-19	91	110	30	127	-30	127	8%
40	COc1ccc(-c2nc(CS(=O)CC(=O)NCC3CCCO3)c(C)o2)cc1 (configuration not stated)	-8%	14	99	85	11	178	-11	178	-36%
41	COc1cccc(OCCCCN2CCCCC2)c1	0%	22	100	79	/	/	/	/	14%
42	CCn1c(SCCC#N)nnc1-c1ccncc1	-10%	13	96	83	11	80	-11	80	1%
43	CCOc1cc(C2C(C(=O)c3ccccc3)=C(C(=O)OC)Nc3nnnn32)ccc1O (configuration not stated)	0%	12	97	84	4	178	-4	178	13%
44	Nc1nc(SCC(=O)OCc2ccccc2)[nH]c(=O)c1NC(=O)c1ccco1	-4%	12	99	87	/	/	/	/	-9%
45	Nc1nnc(SCC(=O)Nc2cc(C(F)(F)F)ccc2N2CCOCC2)s1	9%	-5	71	76	13	161	-13	161	-20%
46	CN(C)c1ccc(/C=N/N2C(=S)SC(C)(C)C2N(O)C(=O)Nc2ccc([N+](=O)[O-])cc2)cc1 (configuration not stated)	-10%	3	89	86	8	147	-8	147	17%
47	CCOC(=O)CSc1nc2ccccc2c(=O)n1CC1CCC(C(=O)NCc2ccco2)CC1 (configuration not stated)	-4%	0	56	56	2	160	-2	160	-19%
48	Cc1cc(C)c(NC(=O)C2CCN(c3cnccn3)CC2)c(C)c1	/	-8	91	99	30	124	-30	124	/
49	N#Cc1ccc(CSc2nnc(-c3cccs3)n2-c2ccccc2)cc1	-4%	50	79	29	6	131	-6	131	-12%
50	CC(=O)NC1CC2CCCC(C1)N2S(=O)(=O)c1ccccc1 (configuration not stated)	-9%	16	106	90	-6	160	6	160	-26%
51	CC(C)CCOC(=O)C1[C@H]2C(=O)N(Cc3cccs3)C[C@]23C=C[C@H]1O3 (some centres not stated)	-4%	15	97	82	15	114	-15	114	-5%
52	COc1ccccc1NC(=O)c1cnc2n(c1=O)CCS2	-8%	1	94	92	11	82	-8	82	7%
53	CCn1c(SCC(=O)NCC2CCCO2)nnc1-c1c[nH]c2ccccc12 (configuration not stated)	-7%	13	105	91	-2	98	2	98	-8%

Another view of 2 compounds above:
Below each SMILES: Bcl-B displacement, MRP reversal, MRP reversal cytotoxicity, MRP reversal with doxorubicin, IL1B NFkB pot, IL1B NFkB pot cell count 2 µM, IL1B NFkB inh, IL1B NFkB inh cell count 2 µM, PLAP inhibition
[27] CC(=O)Cc1nsc(NC(=O)c2csc3c2CCCC3)n1
→ -10%, 6, 86, 80, 25, 136, -25, 136, 0%
[28] Cc1ccc2nc(-c3cccc(N)c3)[nH]c2c1
→ /, -10, 49, 58, -2, 154, 2, 154, /

Shown with values under each structure: two of the compounds above.
Values run as follows: Bcl-B displacement | MRP reversal | MRP reversal cytotoxicity | MRP reversal with doxorubicin | IL1B NFkB pot | IL1B NFkB pot cell count 2 µM | IL1B NFkB inh | IL1B NFkB inh cell count 2 µM | PLAP inhibition
[29] c1ccc(-c2cnc(SCCN3CCOCC3)n2CC2CCCO2)cc1 (configuration not stated)
→ / | -7 | 90 | 97 | 1 | 130 | -1 | 130 | /
[30] O=C(c1ccco1)N1CCn2c1nc1ccccc12
→ / | 8 | 79 | 71 | 6 | 125 | -6 | 125 | /

This is a subset; the hit share may differ from the screen's.
